Mcl1 Noxa PPI = Mcl-1/Noxa interaction inhibition; Q07820; TR-FRET Mcl-1/Noxa peptide binding, 2 h; inhibition, % at 21.7 µM; 220,000 tested, 1.5% active; AID 1022;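 active = compounds that cut the protein-peptide binding signal by more than 50% relative to plate controls in a single-dose test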;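 also: His-tagged Mcl-1 with rhodamine Noxa BH3 peptide and terbium anti-His antibody; 0% = Mcl-1 plus Noxa peptide wells and 100% = peptide-only wells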
Target sequence (Q07820 whole entry, looked up): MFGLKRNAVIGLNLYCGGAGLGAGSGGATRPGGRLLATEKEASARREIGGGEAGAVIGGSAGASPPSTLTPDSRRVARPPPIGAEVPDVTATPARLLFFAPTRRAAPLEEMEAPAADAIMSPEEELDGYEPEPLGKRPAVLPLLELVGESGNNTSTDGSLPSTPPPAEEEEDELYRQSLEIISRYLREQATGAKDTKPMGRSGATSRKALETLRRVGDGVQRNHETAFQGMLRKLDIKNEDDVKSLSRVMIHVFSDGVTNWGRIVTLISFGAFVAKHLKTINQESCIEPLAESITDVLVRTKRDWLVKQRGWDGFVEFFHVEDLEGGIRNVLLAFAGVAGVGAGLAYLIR
Rab2A wt mod = changes GTP binding to wildtype dog Rab2A, up or down. GST-Rab2 wt beads, Bodipy-GTP binding, flow cytometry. AID 760. GTP binding activity, % at 10 µM. P61105. 190,000 tested, 0.19% active;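 active = GTP binding activity at least 20 points away from 100%, either lowered or raised; inconclusive = signal likely due to the compound's own green fluorescence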;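 also: 0% = beads with excess unlabeled GTP and 100% = no-compound control corrected for plate trend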
Avidin fluor = avidin bead compound fluorescence profile. Avidin beads, compound fluorescence 488/530 nm, flow cytometry; hits give high values. fluorescence (KMESF) at 10 µM. 220,000 tested, 0.38% active. AID 1775; in the data active = fluorescence above about 47; also: inactives centre near 10
Rac1 wt modul = modulators of human Rac1 wildtype GTP binding | P63000 | GST-Rac1 beads, fluorescent GTP binding, flow cytometry; actives lie on both sides; 0 = cold GTP competed, 100 = untreated | GTP binding activity (% of control), % at 10 µM | 190,000 tested, 0.27% active | AID 757;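 active = GTP binding activity at least 20 points away from the 100% control level, either lower or higher; inconclusive = compound flagged as likely green fluorescent, judged across all proteins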
Rac1 mut GTP = human Rac1 activated mutant GTP binding change; P63000; GST-Rac1 activated beads, fluorescent GTP binding, flow cytometry; actives lie on both sides; 100% means binding = to untreated wells; percent activity (GTP binding), % at 10 µM; 190,000 tested, 0.11% active; AID 764;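 active = GTP binding at least 20 percentage points away from the 100% baseline, in either direction, so actives lie on both sides; inconclusive = Compound likely fluorescent itself, or too few beads counted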
Bim-Mcl-1 = human Bim-Mcl-1 interaction inhibition; Bead-based flow cytometry, Bim peptide-Mcl-1 binding; inhibition, % at 10 µM; 190,000 tested, 0.1% active; in the data active = inhibition above about 40%;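 also: 0% = no compound tracer wells and 100% = peptide blocker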
Mcl1-Bid inh = disrupts binding of human Mcl-1 to Bid peptide; inhibition, % at 21.7 µM; Q07820; TR-FRET Mcl-1/Bid-Dy647 peptide binding, 1536-well; 220,000 tested, 0.97% active;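 active = compounds that cut the binding signal by more than half at the single screening dose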;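 also: His-tagged Mcl-1 with europium anti-His antibody binding Bid BH3 peptide; 0% = Mcl-1 plus peptide wells and 100% = peptide-only wells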
Rab7 wt modul = alters GTP binding to wildtype dog Rab7 | GTP binding activity (percent of control), % at 10 µM | 190,000 tested, 0.055% active | GST-Rab7 beads, fluorescent GTP binding, flow cytometry; actives lie on both sides; untreated = 100%, excess cold GTP = 0%;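 active = fluorescent GTP binding to Rab7 beads changed by at least 20 points from the 100% baseline, either direction, mostly lower; inconclusive = compound itself probably fluorescent, or too few beads counted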;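 also: median green fluorescence of bound Bodipy-FL-GTP per Rab7 bead population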
Cdc42 wt = changes GTP binding to wildtype human Cdc42 | 190,000 tested, 0.2% active | percent activity (GTP binding), % at 10 µM | GST-Cdc42 beads, Bodipy-GTP binding, flow cytometry; actives lie on both sides | P60953;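 active = percent activity GTP binding at least 20 points away from the 100% baseline, either down as inhibitor or up as activator; inconclusive = compound flagged as likely green fluorescent from well-wide comparison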;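 also: median bead fluorescence of bound Bodipy-FL-GTP at 100 nM; 0% = excess unlabeled GTP control and 100% = no compound control; below 100% means less GTP binding so inhibitor and above means activator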
Target sequence (P60953 whole entry, looked up): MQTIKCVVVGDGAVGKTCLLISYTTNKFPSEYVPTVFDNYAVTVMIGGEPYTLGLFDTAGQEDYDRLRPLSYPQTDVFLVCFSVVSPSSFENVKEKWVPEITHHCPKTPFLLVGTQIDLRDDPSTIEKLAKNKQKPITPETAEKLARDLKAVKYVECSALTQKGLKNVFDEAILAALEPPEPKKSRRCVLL
Pf gametocyte = P. falciparum stage V gametocyte viability inhibition; P. falciparum stage V gametocytes, ATP luminescence, 24 h; inhibition, % at 10.9 µM; 150,000 tested, 0.065% active;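 active = inhibition above the mean plus 3 SD of compounds within the control limits, set per campaign, cut at about 38% in these data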;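 also: 0% = DMSO wells and 100% = medium only without gametocytes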
HRas wt GTP = modulators of GTP binding to human HRas wildtype; P01112; GST-Ras wt beads, Bodipy-FL-GTP binding, flow cytometry; actives lie on both sides; GTP binding activity, % at 10 µM; 190,000 tested, 0.14% active;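 active = GTP binding activity at least 20% away from the 100% baseline, either lowered as inhibitor or raised as activator; inconclusive = flagged as likely green fluorescent, judged across all proteins in the well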;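 also: 0% = unlabeled GTP competition control and 100% = no-compound control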
Target sequence (P01112 whole entry, looked up): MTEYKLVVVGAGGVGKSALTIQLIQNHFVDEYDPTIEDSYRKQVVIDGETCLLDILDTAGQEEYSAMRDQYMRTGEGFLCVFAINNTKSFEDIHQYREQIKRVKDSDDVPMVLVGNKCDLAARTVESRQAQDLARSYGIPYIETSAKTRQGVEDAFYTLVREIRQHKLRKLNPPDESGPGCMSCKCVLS
Active calls of the source: *; ? = inconclusive; . = not tested or not shown.

SMILES | Mcl1 Noxa PPI | Rab2A wt mod | Avidin fluor | Rac1 wt modul | Rac1 mut GTP | Bim-Mcl-1 | Mcl1-Bid inh | Rab7 wt modul | Cdc42 wt | Pf gametocyte | HRas wt GTP
Nc1ccc(Cl)c(NC(=O)c2cccs2)c1 | 5 | 100 | 18 | 102 | 99 | -2 | -22 | 102 | 102 | . | 101
COc1ccc(N2CC(NC(=O)N3CCN(c4ccccc4)CC3)CC2=O)cc1 (centres undefined) | 17 | 98 | 11 | 99 | 95 | -3 | -7 | 103 | 98 | -12 | 98
Cc1cc(C)nc(SCC(=O)OCC(=O)Nc2nc3ccccc3s2)n1 | 20 | 97 | 17 | 97 | 97 | -9 | -15 | 95 | 94 | -1 | 97
Cc1ccc(NC(=O)CCNS(=O)(=O)c2cccc3nonc23)cc1Cl | 18 | 100 | 11 | 100 | 97 | 0 | 12 | 102 | 100 | -5 | 99
Cc1cc(O)ccc1N/C=C(\C#N)c1nc2ccccc2o1 | 28 | 99 | 10 | 102 | 98 | -2 | 93* | 102 | 100 | 2 | 99
CS(=O)(=O)N(CC(=O)NCC1CCCO1)c1cc(Cl)c(Cl)cc1Cl (centres undefined) | 1 | 95 | 2 | 94 | 95 | -1 | -17 | 96 | 92 | -6 | 94
Cc1cc2nnc(SC3CCCCN(C(=O)c4ccc(F)cc4)C3=O)n2c2ccccc12 (centres undefined) | 7 | 101 | 11 | 112 | 102 | -5 | -29 | 100 | 104 | -16 | 100
O=C(COC(=O)[C@@H]1CC(O)CN1S(=O)(=O)c1ccc2c(c1)OCCO2)Nc1ccccc1F (some centres undefined) | -4 | 101 | 24 | 97 | 98 | 0 | -6 | 105 | 93 | . | 96
Cc1cc(=O)n2[nH]c(-c3ccccc3Cl)cc2n1 | 6 | 98 | 21 | 100 | 94 | 0 | -84 | 99 | 100 | 3 | 97
CC(C)c1nc2sc3c(=O)[nH]cnc3c2c2c1CCC2 | -20 | ? | 3 | ? | ? | -10 | -32 | ? | ? | -3 | ?
CC1(c2ccc(OC(F)F)cc2)NC(=O)N(CC(=O)Nc2ccc(S(N)(=O)=O)cc2)C1=O (centres undefined) | 5 | 97 | 12 | 97 | 96 | 2 | -2 | 102 | 95 | 15 | 94
c1ccc(-c2ccccc2-c2nc(-c3ccncc3)no2)cc1 | 46 | 98 | 16 | 100 | 97 | -2 | 8 | 96 | 100 | 24 | 99
Cc1cc(C(=O)NCCCC(=O)O)c(C)o1 | 15 | 103 | 8 | 106 | 100 | 1 | -4 | 99 | 105 | . | 101
CCN1C(=O)[C@H]2[C@H]3[C@H](O)[C@H](O)C/C(=N\O[C@H](C)c4cn([C@H](CO)Cc5ccccc5)nn4)[C@@H]3CC[C@H]2C1=O | 0 | 101 | 10 | 107 | 100 | -3 | -6 | 101 | 106 | . | 100
CC1=CC(C)C2(CO)COC(c3ccc(O)cc3)C1C2C (centres undefined) | 5 | 95 | 11 | 98 | 99 | 3 | -27 | 95 | 95 | -14 | 99
Cc1ccc(C)c(C(=O)NCCN(C)C)c1 | -5 | 96 | 18 | 94 | 95 | -2 | -9 | 99 | 96 | . | 97
CC(=O)Nc1cccc(OCC(=O)NC(C)C(C)C)c1 (centres undefined) | -10 | 103 | 5 | 108 | 102 | 5 | -23 | 102 | 106 | -2 | 105
CCOC(=O)c1c(CN2CCC(C)CC2)oc2ccc(OC)cc12 | 0 | 101 | 33 | 105 | 98 | -2 | 9 | 101 | 101 | -7 | 101
COc1ccc(-n2c3nc4ccccc4nc3c3c(=N)oc(C)nc32)cc1 | 11 | 96 | 13 | 102 | 98 | 0 | -13 | 100 | 100 | -4 | 100
Cc1occc1C(=O)NNC1=CC(=O)CC(C)(C)C1 | 8 | 99 | 12 | 106 | 101 | -3 | -51 | 100 | 103 | . | 101

Record cards (already shown). Order of values: Mcl1 Noxa PPI | Rab2A wt mod | Avidin fluor | Rac1 wt modul | Rac1 mut GTP | Bim-Mcl-1 | Mcl1-Bid inh | Rab7 wt modul | Cdc42 wt | Pf gametocyte | HRas wt GTP
Results for c1ccc(-c2ccccc2-c2nc(-c3ccncc3)no2)cc1 → 46 | 98 | 16 | 100 | 97 | -2 | 8 | 96 | 100 | 24 | 99
Results for COc1ccc(-n2c3nc4ccccc4nc3c3c(=N)oc(C)nc32)cc1 → 11 | 96 | 13 | 102 | 98 | 0 | -13 | 100 | 100 | -4 | 100
Results for CC1(c2ccc(OC(F)F)cc2)NC(=O)N(CC(=O)Nc2ccc(S(N)(=O)=O)cc2)C1=O (centres undefined) → 5 | 97 | 12 | 97 | 96 | 2 | -2 | 102 | 95 | 15 | 94

Next part
SMILES | Mcl1 Noxa PPI | Rab2A wt mod | Avidin fluor | Rac1 wt modul | Rac1 mut GTP | Bim-Mcl-1 | Mcl1-Bid inh | Rab7 wt modul | Cdc42 wt | Pf gametocyte | HRas wt GTP
CC1=C(C(=O)OCc2ccccc2)C(c2ccccc2OC(F)F)NC(=O)N1 (centres undefined) | 3 | 98 | 6 | 99 | 96 | -7 | 3 | 96 | 98 | . | 98
CCOC(=O)c1ccc(N2C(=O)C(O)=C(C(C)=O)C2c2ccccn2)cc1 (centres undefined) | 14 | 100 | 6 | 98 | 97 | 2 | -45 | 102 | 100 | . | 103
CCOc1ccc(N2C(=O)C3C(c4ccccc4F)NN(C(=O)c4ccc(C)cc4)C3C2=O)cc1 (centres undefined) | -7 | 98 | . | 105 | 99 | -1 | -2 | 96 | 98 | . | 97
C[N+]1(CCn2ccc3ccccc32)CCCCC1 | -1 | 103 | 18 | 108 | 100 | 0 | -15 | 107 | 102 | -10 | 103
O=C(CCCCn1c(=O)[nH]c2ccccc2c1=O)NC1CCN(Cc2ccccc2)CC1 | 11 | 102 | 6 | 105 | 99 | -2 | -7 | 106 | 103 | . | 103
NS(=O)(=O)c1ccc(NC(=O)C2CCCO2)cc1 (centres undefined) | 15 | 107 | 12 | 102 | 101 | -3 | -7 | 99 | 106 | . | 106
COc1cccc(CNC(=O)c2cnc(-c3ccccn3)nc2C(F)(F)F)c1 | 16 | 99 | 7 | 99 | 99 | -3 | 3 | 99 | 99 | . | 100
COc1ccc2nc(SCC(=O)Nc3c(C)cccc3C)[nH]c2c1 | 30 | 105 | 17 | 103 | 103 | 2 | -2 | 96 | 108 | . | 105
Cn1cc(CN2CCN(Cc3ccccc3)CC2)c(-c2cccc(Cl)c2)n1 | -1 | 96 | 6 | 99 | 98 | -4 | -84 | 97 | 95 | 4 | 98
NC(=O)/C(=C/c1ccc2c(c1)OCO2)NC(=O)c1ccco1 | 21 | 95 | 6 | 93 | 95 | 0 | -15 | 94 | 93 | . | 91

Limited to Bim-Mcl-1, for 2 of the compounds above:
compound	Bim-Mcl-1
O=C(CCCCn1c(=O)[nH]c2ccccc2c1=O)NC1CCN(Cc2ccccc2)CC1	-2
NS(=O)(=O)c1ccc(NC(=O)C2CCCO2)cc1 (centres undefined)	-3

Printed as active in Mcl1-Bid inh (from the list above):
Compound | Mcl1 Noxa PPI | Rab2A wt mod | Avidin fluor | Rac1 wt modul | Rac1 mut GTP | Bim-Mcl-1 | Mcl1-Bid inh | Rab7 wt modul | Cdc42 wt | HRas wt GTP
Cc1cc(O)ccc1N/C=C(\C#N)c1nc2ccccc2o1 | 28 | 99 | 10 | 102 | 98 | -2 | 93* | 102 | 100 | 99

Following part.
SMILES | Mcl1 Noxa PPI | Rab2A wt mod | Avidin fluor | Rac1 wt modul | Rac1 mut GTP | Bim-Mcl-1 | Mcl1-Bid inh | Rab7 wt modul | Cdc42 wt | Pf gametocyte | HRas wt GTP
Cc1cccc2sc(NNC(=O)c3ccc4c(c3)OCCO4)nc12 | 11 | 100 | . | 103 | 98 | -2 | -11 | 96 | 101 | . | 99
O=S(=O)(NC1CC1)c1ccc2c3c(cccc13)CC2 | 12 | 95 | 9 | 99 | 96 | -2 | -5 | 96 | 93 | -15 | 98
O=C(N/N=C/c1cc(Br)cs1)c1ccccc1[N+](=O)[O-] | 15 | 98 | 2 | 100 | 100 | -3 | -15 | 99 | 100 | -20 | 102
CCOc1cc(NC(=O)c2cccs2)c(OCC)cc1NC(=O)c1cccnc1 | 19 | 95 | 11 | 96 | 97 | -2 | -6 | 94 | 101 | -11 | 98
COc1ccc(C2C(C(C)=O)=C(O)C(=O)N2CCc2c[nH]c3ccccc23)cc1 (centres undefined) | -9 | 95 | 13 | 96 | 92 | 13 | -52 | 101 | 96 | 14 | 97
CC1CCCCC1NC(=O)C1CCN(S(=O)(=O)c2ccc(-n3cnnn3)cc2)CC1 (centres undefined) | -10 | 107 | 21 | 104 | 101 | -3 | -25 | 104 | 106 | . | 105
O=C(CSc1nnc(-c2ccc(Cl)s2)o1)N1CCCc2ccccc21 | 10 | 101 | 19 | 105 | 100 | -6 | -5 | 93 | 101 | -2 | 100
O=C(c1ccccc1)c1c(O)cc(-c2ccccc2)oc1=O | 12 | 97 | 14 | 116 | 102 | -3 | -19 | 101 | 106 | -2 | 103
CCn1cc(CN(C)C(=O)/C=C/c2ccc([N+](=O)[O-])cc2)c(C)n1 | -28 | 100 | 12 | 106 | 99 | -2 | 8 | 105 | 99 | . | 100
COc1ccc(NC(=O)Nc2cc(C)ccc2F)cc1OC | 20 | 96 | 10 | 97 | 95 | 0 | -35 | 94 | 96 | 11 | 95
CCCn1c(N2CCN(CC(=O)c3c(C)n(C)c4ccc(OC)cc34)CC2)nc2c1c(=O)[nH]c(=O)n2C | 5 | 94 | 17 | 97 | 96 | -2 | -29 | 93 | 97 | . | 96
N#C/C(=C/c1ccccc1[N+](=O)[O-])C(=O)NCc1ccco1 | 13 | 100 | 16 | 108 | 97 | -4 | -2 | 100 | 103 | -13 | 100
CCNc1nc(N)nc(Oc2ccc(OCCOc3ccccc3)nn2)n1 | -3 | 100 | 28 | 103 | 98 | 2 | 11 | 101 | 99 | -36 | 102
COc1ccccc1C(=O)Nc1nnc(-c2ccc3c(c2)CCCC3)o1 | 2 | 100 | 24 | 107 | 101 | 1 | -20 | 101 | 104 | . | 102
NC(Cc1ccc(Oc2ccc(O)cc2)cc1)C(=O)O (centres undefined) | 22 | 100 | 10 | 101 | 99 | 1 | 5 | 97 | 102 | . | 101

No enrichment for hits; overall some 2.7% were active at least once.
